E coli growth: counter-screen for AddAB inhibitors: E. coli growth inhibition. AID 449728. E. coli V3065 growth, OD600 absorbance, 18 h. inhibition, % at 11.9 µM. 0.27% of 330,000 active;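 active = inhibition above the campaign's mean inhibition across all tested compounds plus 3 SD, cut at about 9.9% in these data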;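 note: uninfected addAB+ strain grown without phage in ampicillin broth; 0% = DMSO wells and 100% = ciprofloxacin 0.95 µg/ml wells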
PfHsp90 yeast 2: reduces growth (ATP signal) of yeast expressing P. falciparum Hsp90. S. cerevisiae expressing PfHsp90, BacTiter-Glo ATP, 48 h; yeast lacking PDR1 and PDR3 efflux regulators. inhibition, % at 9.4 µM. 0.32% of 310,000 active;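 active = every replicate shows inhibition above about 80%, whatever the replicate mean, limit read from the data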;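 note: 0% = DMSO neutral controls and 100% = 20 µM radicicol positive controls; yeast relying on Plasmodium falciparum Hsp90 in place of its own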
phage Ecoli inh: E. coli growth loss with phage present. growth absorbance. inhibition, % at 11.9 µM. 0.26% of 360,000 active. AID 651602; in the data active = inhibition above about 11%
AddAB inh: less growth of phage-infected E. coli with AddAB | 0.29% of 330,000 active | inhibition, % at 11.9 µM | AID 435030 | E. coli expressing H. pylori AddAB, absorbance growth; in the data active = inhibition above about 12%;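 note: 0% = vehicle wells of infected cells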
SUMO Mot1 rescue: blocks SUMOylation pathway, rescuing yeast Mot1-301 growth | growth rescue, % at 18.8 µM | 1% of 320,000 active | S. cerevisiae Mot1-301 growth rescue, ATP luminescence, 38.5C; percent above DMSO median, 100 means doubled;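 active = every valid replicate shows activation above 250% relative to neutral control wells; inactive = the rest, any valid replicate at or below 250%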;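 note: OY570 slx delta 5 strain wells were the positive control but not used for scaling; some compounds called inactive have numbers as strong as hits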
OPRM1-OPRD1 inv: inverse agonist of human OPRM1-OPRD1 heterodimerization; cell-based MOR-DOR heterodimer luminescence, inverse agonism; inhibition, % at 9.3 µM; 0.21% of 340,000 active; in the data active = inhibition above about 22%, passing the limit was not always enough;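 note: 0% = cells with DMSO and 100% = wells without cells with DMSO; values of inactives mirror those of a sister screen read the other way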
Target sequence (P35372 whole entry, looked up): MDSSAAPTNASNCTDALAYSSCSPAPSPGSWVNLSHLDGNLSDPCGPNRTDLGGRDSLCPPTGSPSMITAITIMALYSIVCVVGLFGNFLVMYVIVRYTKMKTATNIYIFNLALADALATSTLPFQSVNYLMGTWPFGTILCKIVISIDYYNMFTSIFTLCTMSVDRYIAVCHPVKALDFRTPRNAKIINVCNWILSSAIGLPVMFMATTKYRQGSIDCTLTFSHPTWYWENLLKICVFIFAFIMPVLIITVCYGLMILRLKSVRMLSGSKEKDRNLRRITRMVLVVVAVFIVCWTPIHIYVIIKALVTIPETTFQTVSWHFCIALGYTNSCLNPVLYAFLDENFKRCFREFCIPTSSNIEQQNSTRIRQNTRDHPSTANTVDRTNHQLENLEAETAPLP
Target sequence (P41143 whole entry, looked up): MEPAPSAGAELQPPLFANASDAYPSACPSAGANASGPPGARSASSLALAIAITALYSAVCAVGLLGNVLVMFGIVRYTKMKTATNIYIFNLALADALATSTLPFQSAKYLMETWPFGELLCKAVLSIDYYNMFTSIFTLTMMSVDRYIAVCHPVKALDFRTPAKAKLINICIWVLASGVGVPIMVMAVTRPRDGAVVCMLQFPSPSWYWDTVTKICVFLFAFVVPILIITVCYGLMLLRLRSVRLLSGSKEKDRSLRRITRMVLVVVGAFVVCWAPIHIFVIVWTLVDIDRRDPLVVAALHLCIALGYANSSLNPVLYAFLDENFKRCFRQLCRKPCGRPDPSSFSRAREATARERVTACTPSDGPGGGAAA
HTR5A inv ctr: counter-screen for OPRM1-OPRD1 inverse agonists: human HTR5A inverse agonism; P47898; HTR5A cell line, luminescence; inhibition, % at 9.3 µM; 0.083% of 340,000 active; in the data active = inhibition mostly above about 23%, no sharp cut-off; inactive = mostly below about 18%;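 note: 0% = cells with DMSO and 100% = no-cell wells with DMSO; some compounds called inactive have numbers as strong as hits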
PKA-R1A activ: activators of PKA-R1A complex | 0.083% of 340,000 active | activation, % at 11.4 µM | AID 504707 | PKA-R1A dissociation, Cy5-IP20 fluorescence polarization; scaled: DMSO 0%, 113 µM cGMP 100%;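 active = percent activation above the mean of all tested compounds plus 3 SD, cut at about 19% in these data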;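 note: higher means more PKAc released from R1A so a rise in polarization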
Tat transport: E. coli Tat transport inhibition; inhibition, % at 10 µM; AID 488895; 0.036% of 340,000 active; E. coli MC4100 TorA-mCherry Tat export, fluorescence;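 active = mean replicate inhibition at least 50% and at least half of replicates individually reaching 50%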;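 note: exported cargo escapes ClpAP degradation while cytoplasmic cargo is degraded and loses fluorescence; 0% = median of neutral control wells and 100% = median of NaSCN control wells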
MOR-DOR ag: OPRM1-OPRD1 heterodimerization agonism; P35372+P41143; cells, luminescence; activation, % at 9.3 µM; 0.3% of 340,000 active; AID 504326; in the data active = activation above about 18%;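 note: 0% = vehicle-treated cells and 100% = reference agonist; values of inactives mirror those of a sister screen read the other way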
PKA-R2B act: activators of human PKA-R2B complex; P22694+P31323; PKA-R2B holoenzyme dissociation, Cy5-IP20 fluorescence polarization; R2B truncated from residue 108, S112A mutant; 0% DMSO only, 100% 113 µM cGMP; activation, % at 11.4 µM; 0.079% of 340,000 active; AID 504700;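 active = activation above a cutoff set at the mean over all compounds plus 3 SD, cut at about 18% in these data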;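 note: higher means more holoenzyme dissociation and a rise in polarization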
The depositor's hits bear a star. Rows were taken by chance; overall some 2.2% were active at least once.

Results for Cc1nnc(NC(=O)c2cccc(Br)c2)s1 ?
E coli growth: -1.4; PfHsp90 yeast 2: 31; phage Ecoli inh: 2.4; AddAB inh: 2.7; SUMO Mot1 rescue: 38; OPRM1-OPRD1 inv: 7; HTR5A inv ctr: -5; PKA-R1A activ: 1; Tat transport: -1; MOR-DOR ag: -1.8; PKA-R2B act: 9

How did COc1ccc(C(CC(=O)N2CCCCC2)c2c(OC)cc(OC)c3c(-c4ccccc4)cc(=O)oc23)cc1 (stereo unspecified) do in these assays?
E coli growth: -2.7; PfHsp90 yeast 2: -29; phage Ecoli inh: 3.7; AddAB inh: -2.1; SUMO Mot1 rescue: 322; OPRM1-OPRD1 inv: 9; HTR5A inv ctr: -15; PKA-R1A activ: -5; Tat transport: -33; MOR-DOR ag: -1.6; PKA-R2B act: -2

Results for O=C(/C=C/c1ccco1)c1cccnc1 ?
E coli growth: -0.5; PfHsp90 yeast 2: 7; phage Ecoli inh: -0.5; AddAB inh: -0.4; SUMO Mot1 rescue: 1; OPRM1-OPRD1 inv: 11; HTR5A inv ctr: 12; PKA-R1A activ: 1; Tat transport: 10; MOR-DOR ag: -1.9; PKA-R2B act: -1

Results for Cc1ccccc1-n1cc[nH]c1=S ?
E coli growth: 0.6; PfHsp90 yeast 2: 3; phage Ecoli inh: 2.7; AddAB inh: 2.1; OPRM1-OPRD1 inv: 9; HTR5A inv ctr: 2; PKA-R1A activ: -3; Tat transport: -4; MOR-DOR ag: -1.9; PKA-R2B act: -3

What do the screens show for `Cc1nc(CCN2C(=O)c3ccccc3C2=O)cs1`?
E coli growth: -0.9; PfHsp90 yeast 2: 22; phage Ecoli inh: 3.1; AddAB inh: 0.1; SUMO Mot1 rescue: 11; OPRM1-OPRD1 inv: 16; HTR5A inv ctr: 6; PKA-R1A activ: -8; Tat transport: 6; MOR-DOR ag: -3.1; PKA-R2B act: -3

Results for C/C(=N\NC(=O)c1sccc1C)c1cccnc1 ?
PfHsp90 yeast 2: 5; phage Ecoli inh: 0.2; SUMO Mot1 rescue: -26; OPRM1-OPRD1 inv: 14; HTR5A inv ctr: 13; PKA-R1A activ: 5; Tat transport: 4; MOR-DOR ag: -2.7; PKA-R2B act: -1

How did NC(=O)CCC(=O)N1CCCC(C(=O)c2ccc3c4c(cccc24)CC3)C1 (stereo unspecified) do in these assays?
E coli growth: 0.3; PfHsp90 yeast 2: 0; phage Ecoli inh: 4.5; AddAB inh: 0.0; SUMO Mot1 rescue: -19; OPRM1-OPRD1 inv: -5; HTR5A inv ctr: 4; PKA-R1A activ: -6; Tat transport: -7; MOR-DOR ag: 0.8; PKA-R2B act: -2

What do the screens show for `Oc1c(C(c2ccco2)N2CCC3(CC2)OCCO3)sc2ncnn12` (stereo unspecified)?
E coli growth: -0.8; PfHsp90 yeast 2: 8; phage Ecoli inh: 2.4; AddAB inh: 0.6; SUMO Mot1 rescue: -6; OPRM1-OPRD1 inv: 0; HTR5A inv ctr: -20; PKA-R1A activ: 6; Tat transport: 9; MOR-DOR ag: -0.1; PKA-R2B act: 0

How did O=C(Cc1ccccc1)Nc1ccc2c(c1)C(=O)N(CC1CCCO1)C2=O (stereo unspecified) do in these assays?
E coli growth: -3.0; PfHsp90 yeast 2: -6; phage Ecoli inh: 3.8; AddAB inh: 0.0; SUMO Mot1 rescue: -5; OPRM1-OPRD1 inv: 10; HTR5A inv ctr: -3; PKA-R1A activ: 2; Tat transport: -5; MOR-DOR ag: -1.6; PKA-R2B act: -9

How did CCn1c(=O)cc(SCC(=O)NCc2ccc(C)cc2)c2ccccc21 do in these assays?
E coli growth: -1.1; phage Ecoli inh: 3.8; AddAB inh: -1.9; SUMO Mot1 rescue: -10; OPRM1-OPRD1 inv: 0; HTR5A inv ctr: 21; PKA-R1A activ: 9; Tat transport: 0; MOR-DOR ag: -0.1; PKA-R2B act: 0

How did COc1ccc(/C=c2/sc3n(c2=O)C(c2ccccc2OC)C2=C(N=3)c3ccccc3CC2)cc1O (stereo unspecified) do in these assays?
E coli growth: 0.7; PfHsp90 yeast 2: -3; phage Ecoli inh: 1.2; AddAB inh: 1.8; SUMO Mot1 rescue: -5; OPRM1-OPRD1 inv: 2; HTR5A inv ctr: 2; PKA-R1A activ: -10; Tat transport: 1; MOR-DOR ag: -0.6; PKA-R2B act: 0

What do the screens show for `Cc1ccc(NC(=S)N(CCCN2CCOCC2)Cc2ccccn2)cc1`?
E coli growth: -1.6; PfHsp90 yeast 2: -10; phage Ecoli inh: 5.5; AddAB inh: 1.6; SUMO Mot1 rescue: 1; OPRM1-OPRD1 inv: 15; HTR5A inv ctr: 6; PKA-R1A activ: -3; Tat transport: -15; MOR-DOR ag: -2.7; PKA-R2B act: 11

How did Cc1ccc(OCCOC(=O)c2cccc(S(=O)(=O)N3CC(C)OC(C)C3)c2)cc1 (stereo unspecified) do in these assays?
E coli growth: 0.5; PfHsp90 yeast 2: -1; phage Ecoli inh: -0.1; AddAB inh: -0.4; SUMO Mot1 rescue: 77; OPRM1-OPRD1 inv: 7; HTR5A inv ctr: 1; PKA-R1A activ: -8; Tat transport: 14; MOR-DOR ag: -1.6; PKA-R2B act: -7

How did CCC(=O)N1CCN(c2ccccc2NC(=O)COc2cccc(C)c2)CC1 do in these assays?
E coli growth: 1.9; PfHsp90 yeast 2: 5; phage Ecoli inh: -0.6; AddAB inh: 2.3; SUMO Mot1 rescue: 179; OPRM1-OPRD1 inv: 19; HTR5A inv ctr: 15; PKA-R1A activ: -8; Tat transport: 2; MOR-DOR ag: -3.5; PKA-R2B act: 7

How did COc1cccc(NS(=O)(=O)c2ccc(S(=O)(=O)N3CCCC3)cc2)c1 do in these assays?
E coli growth: 2.3; PfHsp90 yeast 2: 32; phage Ecoli inh: -0.6; AddAB inh: 1.2; SUMO Mot1 rescue: -9; OPRM1-OPRD1 inv: 17; HTR5A inv ctr: -6; PKA-R1A activ: -6; Tat transport: 1; MOR-DOR ag: -4.2; PKA-R2B act: -9

What do the screens show for `COc1ccccc1NS(=O)(=O)c1cc(C(=O)N2CCCC2)ccc1F`?
phage Ecoli inh: 2.4; OPRM1-OPRD1 inv: 8; HTR5A inv ctr: -12; PKA-R1A activ: -11; Tat transport: -3; MOR-DOR ag: -1.3; PKA-R2B act: -12

What do the screens show for `COCCNS(=O)(=O)c1cc2[nH]c3c(c2cc1C)C(=O)CC(C)(C)C3`?
E coli growth: 1.2; PfHsp90 yeast 2: 10; phage Ecoli inh: 2.5; AddAB inh: 4.2; SUMO Mot1 rescue: -12; OPRM1-OPRD1 inv: 13; HTR5A inv ctr: -18; PKA-R1A activ: 6; Tat transport: -1; MOR-DOR ag: -2.8; PKA-R2B act: -1

What do the screens show for `CN1CCN(S(=O)(=O)c2ccc(NC(=S)NC(=O)C3CCCCC3)cc2)CC1`?
E coli growth: -1.8; PfHsp90 yeast 2: 5; phage Ecoli inh: -0.3; AddAB inh: -4.5; SUMO Mot1 rescue: -1; OPRM1-OPRD1 inv: 16; HTR5A inv ctr: 13; PKA-R1A activ: 8; Tat transport: 3; MOR-DOR ag: -3.2; PKA-R2B act: -16

Results for CC1CN(C(=O)CN2C(=O)NC(C)(c3ccccc3)C2=O)CC(C)O1 (stereo unspecified) ?
E coli growth: 1.0; PfHsp90 yeast 2: 1; phage Ecoli inh: 3.0; AddAB inh: 0.2; SUMO Mot1 rescue: 26; OPRM1-OPRD1 inv: 6; HTR5A inv ctr: -11; PKA-R1A activ: 7; Tat transport: 10; MOR-DOR ag: -1.0; PKA-R2B act: 6

How did O=C(O)c1[nH]c2ccccc2c1C(c1c(F)cccc1Cl)c1c(C(=O)O)[nH]c2ccccc12 do in these assays?
E coli growth: -3.4; PfHsp90 yeast 2: -8; phage Ecoli inh: 1.4; AddAB inh: -1.0; SUMO Mot1 rescue: -18; OPRM1-OPRD1 inv: -2; HTR5A inv ctr: 13; PKA-R1A activ: -16; Tat transport: 6; MOR-DOR ag: 0.3; PKA-R2B act: -10

What do the screens show for `CC(C)(C)NC(=O)COC(=O)c1ccc(O)cc1`?
E coli growth: -1.4; PfHsp90 yeast 2: 15; phage Ecoli inh: 4.9; AddAB inh: 0.3; SUMO Mot1 rescue: -11; OPRM1-OPRD1 inv: 11; HTR5A inv ctr: -7; PKA-R1A activ: 0; Tat transport: 2; MOR-DOR ag: -1.9; PKA-R2B act: -5

Results for O=C(Nc1nc(-c2ccc3ccccc3c2)cs1)C1CCN(S(=O)(=O)c2cccs2)CC1 ?
E coli growth: -0.7; PfHsp90 yeast 2: -1; phage Ecoli inh: 4.3; AddAB inh: -0.8; SUMO Mot1 rescue: 196; OPRM1-OPRD1 inv: 2; HTR5A inv ctr: -5; PKA-R1A activ: 8; Tat transport: 0; MOR-DOR ag: -0.3; PKA-R2B act: -9

Results for Cc1cccc(OCCCC(=O)NCCc2ccccc2)c1 ?
E coli growth: -2.3; PfHsp90 yeast 2: 10; phage Ecoli inh: 3.4; AddAB inh: 1.9; SUMO Mot1 rescue: 4; OPRM1-OPRD1 inv: -4; HTR5A inv ctr: -13; PKA-R1A activ: 3; Tat transport: 1; MOR-DOR ag: 0.7; PKA-R2B act: -8

How did Cc1ccnc(NC(=O)c2ccc(Cl)c(S(=O)(=O)N3CCCC3)c2)c1 do in these assays?
E coli growth: 1.0; PfHsp90 yeast 2: -11; phage Ecoli inh: 2.5; AddAB inh: 0.2; SUMO Mot1 rescue: -15; OPRM1-OPRD1 inv: -6; HTR5A inv ctr: 14; PKA-R1A activ: 6; Tat transport: -5; MOR-DOR ag: 0.8; PKA-R2B act: -13

Results for COc1ccc(NC(=O)c2cnc(SC)nc2C)c(OC)c1 ?
E coli growth: -0.8; PfHsp90 yeast 2: -26; phage Ecoli inh: 1.5; AddAB inh: 1.1; SUMO Mot1 rescue: 34; OPRM1-OPRD1 inv: 3; HTR5A inv ctr: 12; PKA-R1A activ: 1; Tat transport: -12; MOR-DOR ag: -0.7; PKA-R2B act: -8

Results for CCCC(=O)Oc1c(S(=O)(=O)c2ccc(C)cc2)c(C)nn1C(C)(C)C ?
E coli growth: -1.5; PfHsp90 yeast 2: 3; phage Ecoli inh: 0.0; AddAB inh: 3.6; SUMO Mot1 rescue: 635*; OPRM1-OPRD1 inv: 10; HTR5A inv ctr: -7; PKA-R1A activ: -9; Tat transport: 6; MOR-DOR ag: -1.9; PKA-R2B act: -6

How did Cc1ccccc1CC(=O)N1CCCC1 do in these assays?
E coli growth: -0.6; PfHsp90 yeast 2: 0; phage Ecoli inh: 0.1; AddAB inh: 0.1; SUMO Mot1 rescue: -23; OPRM1-OPRD1 inv: 6; HTR5A inv ctr: -3; PKA-R1A activ: -14; Tat transport: -16; MOR-DOR ag: -1.1; PKA-R2B act: 0

How did COc1ccc(S(=O)(=O)Nc2cccc3c2O[C@H](CN(C)C(=O)Nc2ccc4c(c2)OCO4)[C@@H](C)CN([C@H](C)CO)C3=O)cc1 do in these assays?
E coli growth: 1.5; PfHsp90 yeast 2: -1; phage Ecoli inh: 1.1; AddAB inh: 0.6; SUMO Mot1 rescue: 0; OPRM1-OPRD1 inv: 17; HTR5A inv ctr: 3; PKA-R1A activ: -4; Tat transport: 3; MOR-DOR ag: -3.0; PKA-R2B act: -3

Assay outcomes as filed in PubChem BioAssay.
